LYPLA2 counter – LYPLA2 inhibitors, primary screen, counter-screen for PME1 inhibitor project, biochemical, fluorescence polarization, FP-Rh probe ABPP. inhibition, % at 5.9 µM. actives 0.38% (n = 320,000). recombinant LYPLA2. AID 2177, 2009;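 active = inhibition above the screen-wide mean plus 3 SD, limit set per campaign, cut at about 26% in these data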;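 also: 0% = LYPLA2 with DMSO and 100% = wells lacking LYPLA2 enzyme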
Target sequence (O95372 whole entry, looked up): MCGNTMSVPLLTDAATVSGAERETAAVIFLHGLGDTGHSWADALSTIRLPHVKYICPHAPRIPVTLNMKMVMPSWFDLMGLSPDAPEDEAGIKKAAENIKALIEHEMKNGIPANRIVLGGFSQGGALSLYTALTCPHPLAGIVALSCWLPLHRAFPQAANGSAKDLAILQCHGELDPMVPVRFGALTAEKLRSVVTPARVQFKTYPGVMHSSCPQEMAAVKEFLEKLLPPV
PAFAH1B3 inh – PAFAH1B3 enzyme inhibitors, primary screen, biochemical, fluorescence polarization, human | Platelet-activating factor acetylhydrolase IB subunit alpha1 (Homo sapiens), Q15102 | recombinant PAFAH1B3, FP-rhodamine probe | inhibition, % at 3.39 µM | actives 0.28% (n = 340,000);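 active = inhibition above the screen-wide average of all tested compounds plus 3 SD, cut at about 25% in these data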;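 also: 0% = enzyme with DMSO only and 100% = wells lacking PAFAH1B3 protein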
Target sequence (Q15102 whole entry, looked up): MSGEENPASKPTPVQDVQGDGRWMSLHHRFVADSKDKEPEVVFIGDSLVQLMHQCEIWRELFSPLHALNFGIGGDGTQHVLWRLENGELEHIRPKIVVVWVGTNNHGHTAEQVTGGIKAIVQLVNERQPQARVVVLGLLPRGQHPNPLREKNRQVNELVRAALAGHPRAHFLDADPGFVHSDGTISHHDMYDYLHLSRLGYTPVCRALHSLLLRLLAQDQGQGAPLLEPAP
ZTA counter – counter-screen for EBNA-1 inhibitors: inhibitors of Epstein-Barr virus ZTA. P03206. ZTA-DNA binding, fluorescence polarization. inhibition, % at 11 µM. actives 0.15% (n = 320,000); in the data active = inhibition above about 33%
Target sequence (P03206 whole entry, looked up): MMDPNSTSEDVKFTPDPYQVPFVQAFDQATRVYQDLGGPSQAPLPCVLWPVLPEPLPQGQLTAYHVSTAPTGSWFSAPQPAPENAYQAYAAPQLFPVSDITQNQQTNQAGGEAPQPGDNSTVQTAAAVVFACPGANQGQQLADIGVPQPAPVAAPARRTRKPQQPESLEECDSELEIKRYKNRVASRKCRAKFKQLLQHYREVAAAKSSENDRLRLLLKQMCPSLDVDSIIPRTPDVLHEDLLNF
PREPL inh – PREPL enzyme inhibitors, primary screen, biochemical, fluorescence polarization | actives 0.68% (n = 320,000) | recombinant PREPL, fluorescence polarization activity-based probe | inhibition, % at 5.96 µM; in the data active = inhibition above about 43%;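 also: 0% = enzyme with DMSO and 100% = wells lacking enzyme; many of its hits are not listed in these tables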
pPAFAH inh – pPAFAH enzyme inhibitors, primary screen, biochemical, fluorescence polarization, human | recombinant pPAFAH, FP-rhodamine probe fluorescence polarization | inhibition, % at 3.39 µM | actives 1.5% (n = 330,000) | AID 463082, 2010;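 active = inhibition above the mean inhibition across the screen plus 3 SD, cut at about 25% in these data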;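 also: inhibitors block binding of the rhodamine activity-based probe so polarization drops; 0% = enzyme with DMSO and 100% = wells lacking pPAFAH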
PAFAH2 FP inh – PAFAH2 enzyme inhibitors, primary screen, biochemical, fluorescence polarization, human. recombinant PAFAH2, FP-rhodamine activity probe. inhibition, % at 3.39 µM. actives 0.99% (n = 340,000);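 active = inhibition above the mean over all tested compounds plus 3 SD, cut at about 30% in these data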;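 also: inhibitors block probe labeling of enzyme so polarization drops; 0% = enzyme with DMSO and 100% = wells lacking PAFAH2 protein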
LYPLA1 inh – LYPLA1 inhibitors, primary screen, counter-screen for PME1 inhibitor project, biochemical, fluorescence polarization, FP-Rh probe ABPP. Acyl-protein thioesterase 1 (Homo sapiens), O75608. recombinant LYPLA1. inhibition, % at 5.9 µM. actives 0.16% (n = 320,000). AID 2174, 2009;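 active = inhibition above the mean of all tested compounds plus 3 SD, set per campaign, cut at about 14% in these data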;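 also: inhibitors block serine hydrolase probe labeling of LYPLA1 so polarization falls; 0% = enzyme with DMSO and 100% = wells lacking LYPLA1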
PAFAH1B2 inh – PAFAH1B2 enzyme inhibitors, primary screen, biochemical, fluorescence polarization, human | Platelet-activating factor acetylhydrolase IB subunit alpha2 (Homo sapiens), P68402 | recombinant PAFAH1B2, FP-rhodamine activity probe | inhibition, % at 3.39 µM | actives 1.2% (n = 340,000) | AID 492953, 2010;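 active = inhibition above the mean of all tested compounds plus 3 SD, cut at about 24% in these data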;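 also: 0% = enzyme with DMSO and 100% = wells lacking PAFAH1B2; many of its hits are not listed in these tables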
Target sequence (P68402 whole entry, looked up): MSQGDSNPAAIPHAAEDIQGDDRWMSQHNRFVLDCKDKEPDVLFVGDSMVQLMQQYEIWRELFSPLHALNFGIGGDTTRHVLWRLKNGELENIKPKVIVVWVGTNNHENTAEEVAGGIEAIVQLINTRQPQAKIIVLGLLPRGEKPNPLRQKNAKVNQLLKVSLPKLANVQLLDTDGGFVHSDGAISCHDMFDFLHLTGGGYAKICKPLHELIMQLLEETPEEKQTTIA
EBNA-1 inh – EBNA-1 DNA-binding inhibitors, primary screen, biochemical, fluorescence polarization; inhibition, % at 14.8 µM; actives 0.34% (n = 300,000); AID 1950, 2009; in the data active = inhibition above about 28%
Numbers without * were called inactive; / = no result given.

SMILES	LYPLA2 counter	PAFAH1B3 inh	ZTA counter	PREPL inh	pPAFAH inh	PAFAH2 FP inh	LYPLA1 inh	PAFAH1B2 inh	EBNA-1 inh
COc1ccc(C(=O)NC2CCSc3ccccc32)cc1 (configuration not stated)	0	3	3	-4	-1	5	2	3	-6
Cc1cc(C)cc(C(=O)NN2CCN(C)CC2)c1	1	1	7	9	1	-6	-1	7	4
C[N+](C)(C)CCOc1ccc([N+](=O)[O-])cc1	2	1	5	9	1	8	-2	1	-3
CCOC(=O)c1c(NC(=O)C2COc3ccccc3O2)sc2c1CCN(Cc1ccccc1)C2 (configuration not stated)	-4	3	7	18	1	-9	-6	-7	7
CC(C)c1cc(C(N)=O)c(NC(=O)C2CCC2)s1	-6	1	2	14	2	2	-3	2	6
CCCCCOc1cccc(C2C(C(=O)c3cccs3)=C(O)C(=O)N2CCN2CCOCC2)c1 (configuration not stated)	-1	7	-1	2	7	-2	-1	2	13
O=S(=O)(NCC1CCCO1)c1cc(Cl)ccc1Br (configuration not stated)	-6	-2	-8	3	4	2	1	1	-5
CCN(C(=O)COC(=O)c1ccc(Cl)nc1)C1CCS(=O)(=O)C1 (configuration not stated)	3	13	-16	3	-4	-5	2	-5	-9
CC(=O)c1c(C)[nH]c(C(=O)N2CCN(c3ccccn3)CC2)c1C	9	1	-4	21	1	-7	-30	9	-6
COc1ccc2nc(NC(=O)Cc3ccc(OC)c(S(=O)(=O)N4CCOCC4)c3)sc2c1	-11	10	-8	15	-4	4	-5	6	-7
Cc1occc1-c1nnc(SCC(=O)N2CCCCC2)o1	-4	-2	-8	-20	-1	-4	-2	2	1
CCc1ccccc1OCC(=O)OCC(=O)N1CC(=O)Nc2ccccc21	5	4	15	-22	7	0	1	5	4
COc1cc(SC)ccc1C(=O)Nc1ccccn1	-7	11	6	-7	-2	2	0	0	-3
CCOC(=O)N1CCN(C(=O)c2noc3c2COc2ccccc2-3)CC1	0	0	3	12	5	5	-1	3	2
Cc1c(NC2=CC(=O)CCC2)c(=O)n(-c2ccccc2)n1C	2	10	6	-10	0	0	3	0	5
CN(Cc1ccccc1)C(=O)COC(=O)CCNC(=O)c1ccccc1Cl	3	8	-15	5	4	-5	-1	1	-2
CCN(CC)CCNC(=O)c1ccc(NC(=O)c2ccc(F)cc2F)cc1	6	6	14	1	-1	-1	2	-2	-7
Fc1ccc(CN2CCCN(Cc3nc(-c4ccc5c(c4)OCO5)no3)CC2)cc1	2	1	-2	-5	-4	9	-1	2	-8
C/C(=C\c1ccc(C(=O)O)cc1)c1ccc2c(c1)C(C)(C)CCC2(C)C	3	-8	5	4	11	-7	2	-6	2
Cc1c(Cl)cccc1NC(=O)Nc1ccn(C)n1	8	2	4	16	5	0	7	2	2
COc1cc2nc(CN3CCOCC3)n(CC(=O)N3CCCCCC3)c(=O)c2cc1OC	-2	3	-4	3	56*	2	0	2	-3
CC(NC(=O)COC(=O)c1cccc(S(=O)(=O)N2CCCC2)c1)c1ccccc1 (configuration not stated)	/	9	/	11	10	53*	/	5	/
CC(NC(=O)CN1CCN(C(=O)c2cccs2)CC1)c1ccc(F)cc1F (configuration not stated)	/	-2	/	21	-3	7	/	0	/
O=C(COc1ccc2c3c(c(=O)oc2c1)CCCC3)NC(Cc1ccc(Cl)cc1)C(=O)O (configuration not stated)	3	9	-10	4	-2	2	1	6	3
Cc1ccc2c(cnn2C(=O)CCC(=O)NCc2ccccc2Cl)c1	-5	-7	12	-5	-1	0	-3	-1	-7

The final 5 compounds of the part above lead into the next:
SMILES	LYPLA2 counter	PAFAH1B3 inh	ZTA counter	PREPL inh	pPAFAH inh	PAFAH2 FP inh	LYPLA1 inh	PAFAH1B2 inh	EBNA-1 inh
COc1cc2nc(CN3CCOCC3)n(CC(=O)N3CCCCCC3)c(=O)c2cc1OC	-2	3	-4	3	56*	2	0	2	-3
CC(NC(=O)COC(=O)c1cccc(S(=O)(=O)N2CCCC2)c1)c1ccccc1 (configuration not stated)	/	9	/	11	10	53*	/	5	/
CC(NC(=O)CN1CCN(C(=O)c2cccs2)CC1)c1ccc(F)cc1F (configuration not stated)	/	-2	/	21	-3	7	/	0	/
O=C(COc1ccc2c3c(c(=O)oc2c1)CCCC3)NC(Cc1ccc(Cl)cc1)C(=O)O (configuration not stated)	3	9	-10	4	-2	2	1	6	3
Cc1ccc2c(cnn2C(=O)CCC(=O)NCc2ccccc2Cl)c1	-5	-7	12	-5	-1	0	-3	-1	-7
Cc1ccc(C(=O)C(C)OC(=O)c2ccc(Cl)nc2)cc1 (configuration not stated)	5	5	-9	5	0	13	2	4	-1
Cc1ccc(-c2nc3ncccc3o2)cc1NC(=O)c1cccnc1	6	-1	5	4	1	-3	5	2	-10
COc1cccc(OC)c1C(=O)NNC(=O)c1cccnc1	-7	/	-2	4	2	/	3	/	2
COc1ccc(/C=C/c2c(-c3cccc(C)c3)oc3ccc(-c4ccc5c(c4)OCO5)cc23)cc1	-3	/	20	-1	12	/	-5	/	0
CN(C)C(=O)CSc1nnc(Cc2ccccc2)n1CC1CCCO1 (configuration not stated)	-3	6	9	4	-4	2	-2	0	-3
Cc1ccc(S(=O)(=O)N(CC(=O)N2CCN(c3ccc(F)cc3)CC2)C2CCCCC2)cc1	7	12	-10	15	0	5	7	5	0
Clc1cccc(-c2nc3nc4ccccc4nc3n2Cc2ccco2)c1	-5	-8	12	2	13	5	-1	-2	9
CCOc1ccc(C(=O)NC2CCN(CC(=O)NCc3ccccc3)CC2)cc1	7	-2	-5	2	2	-6	4	4	2
C=CC(=O)Nc1cccc(Oc2cc(Cl)nc3[nH]ccc23)c1	/	-5	/	3	-3	-13	/	2	/
CSc1cccc(NC(=O)c2cc(S(=O)(=O)N3CCCCC3)c[nH]2)c1	-4	-2	-10	9	-4	-4	-3	-1	2
O=C1CC(Nc2ccc3ccccc3c2)C(=O)N1Cc1ccccc1 (configuration not stated)	2	-5	5	-2	11	7	-2	-2	12
Cc1c(C(=O)N(C)CCC#N)oc2ccc(S(=O)(=O)N3CCOCC3)cc12	4	1	3	-3	2	-9	3	2	-6
CCc1ccccc1N(CC)C(=O)C1CCN(c2ncnc3c2nc2n3CCCCC2)CC1	-3	5	-6	0	4	4	-1	8	1
Oc1ccccc1/C=N/n1c(COc2ccccc2)n[nH]c1=S	1	43*	-13	10	0	3	3	10	-3
COC(=O)[C@H]1[C@H]2C[C@@H]3c4[nH]c5cc(OC)ccc5c4CCN3C[C@H]2C[C@@H](OC(=O)c2ccc(N)cc2)[C@@H]1OC	-2	5	-3	25	9	-1	-5	4	-6
COc1ccc(OCC(=O)N2CCN(S(=O)(=O)c3ccccc3[N+](=O)[O-])CC2)cc1	5	2	-18	17	1	8	1	4	-1
COc1ccc(C)cc1-n1nnnc1SCc1nc2ccccc2s1	2	4	0	-77	3	-2	-3	7	-5
CSc1cccc(NC(=O)CCc2ccccc2)c1	5	0	-7	2	5	7	-2	1	-5
Cn1c(C(=O)O)c(CC(=O)NCc2cccnc2)c2ccccc21	2	6	-1	3	0	3	2	3	3
COc1ccc2cc(-c3cccnc3)ncc2c1	-3	0	11	-32	1	3	-1	1	/
CCCCC/C=C\C/C=C\C/C=C\C/C=C\CCCC(=O)O	-4	/	3	-11	47*	/	-1	/	-6
CCOC(=O)C1CCN(C2=C(NS(=O)(=O)c3ccc(Br)cc3)C(=O)c3ccccc3C2=O)CC1	8	7	-16	15	16	10	0	17	-1
O=C(NNC(=O)C1CC1c1ccccc1)c1ccccc1[N+](=O)[O-] (configuration not stated)	-2	-7	2	1	7	4	1	3	-5
COC(=O)C(=C/C=C/c1ccco1)C(=O)OC	-2	8	1	8	0	-9	0	-1	7
O=C(COC(=O)CNC(=O)c1ccccc1Cl)Nc1ncc(C(F)(F)F)cc1Cl	-1	1	-11	-3	3	7	-2	-1	-3
Later entries
SMILES	LYPLA2 counter	PAFAH1B3 inh	ZTA counter	PREPL inh	pPAFAH inh	PAFAH2 FP inh	LYPLA1 inh	PAFAH1B2 inh	EBNA-1 inh
O=C(NCc1ccccn1)C1CCC(=O)N(Cc2ccc(Cl)cc2)C1 (configuration not stated)	6	7	-22	17	5	5	2	2	-13
CC1(C)C(=O)N(c2ccccc2)C1c1ccccc1O (configuration not stated)	-3	1	5	-4	-1	-8	-1	52*	-3
COC(C/C=C\[C@H](O)[C@@H](C)OCc1ccccc1)OC	1	4	-11	1	4	1	3	0	5
CN(C)/C=C1/Oc2c(ccc3ccccc23)C1=O	1	6	3	4	1	-4	0	1	-4
Nc1nonc1-n1nnc(C(=O)N/N=C/c2ccccc2)c1CSc1ccc(Cl)cc1	1	-16	-5	-7	4	-9	3	-1	6
Cc1ccc(C(C)C)c(OCCSc2nc3ccccc3n2CC(=O)O)c1	-4	11	6	4	17	11	0	4	5
Cc1nnsc1C(=O)N1CCC(CO)(Cc2ccccc2Cl)CC1	11	8	4	9	3	4	4	5	0
COCCNC(=O)C(C(=O)c1ccc(F)cc1)n1cc(C)ccc1=O (configuration not stated)	1	8	9	4	4	0	4	7	1
O=[N+]([O-])c1cc(/C=N/O)ccc1SCc1ccccc1Cl	5	4	10	17	0	-8	-9	1	9
CCN(CC)C(=O)CCCC(=O)N(CC)CC	1	7	-14	3	1	0	0	4	-3
O=C(Nc1ccc(OCC(=O)N2CCOCC2)cc1)Nc1cccc(Cl)c1	0	11	-3	10	3	10	1	-2	-4
Cc1ccc2[nH]c(=O)c(C(c3nnnn3CC3CCCO3)N3CCOCC3)cc2c1 (configuration not stated)	4	-1	6	3	-1	0	2	4	11
CCOC(=O)CSc1nnc(N)s1	6	-3	-12	4	1	-1	-2	2	7
CCc1ccc(OCC(=O)OC(C)C(=O)NC2CC2)cc1 (configuration not stated)	1	3	5	-4	9	0	-6	-1	-3
Cc1ccc(S(=O)(=O)Nc2cccc(C(=O)NCC(c3ccco3)N3CCCCC3)c2)cc1F (configuration not stated)	-3	-2	0	-42	3	0	2	0	-5
O=[N+]([O-])c1ccccc1Nc1cccnc1	-3	6	1	12	-4	2	-4	7	-7
CC1CCN(S(=O)(=O)c2ccc3c4c2CC(=O)N4CC(C)S3)CC1 (configuration not stated)	-6	-5	-37	0	27*	62*	-2	16	-16
O=[N+]([O-])c1ccc(N2CCCCC2)nc1	3	0	-4	20	-2	-3	1	-5	-13
Cn1cc(CNC(=O)C23CC4CC(CC(C4)C2)C3)cn1	1	-3	11	6	-3	-4	1	7	-6
C/C(=N\NC(=O)c1nn(C)cc1Br)c1cccc(NC(=O)c2ccncc2)c1	2	4	15	1	5	-4	1	2	5
COc1ccc(C(=O)NNC(=O)c2cc3cc([N+](=O)[O-])ccc3oc2=O)cc1OC	-8	7	-10	3	5	-8	1	6	-4
COc1ccc(-n2c(Cc3cccn3C)nnc2SCC(=O)NCc2ccc(F)cc2)cc1	-1	7	2	19	15	2	1	0	-7
CN(C(=O)COC(=O)/C=C/c1cccs1)c1c(N)n(Cc2ccccc2)c(=O)[nH]c1=O	2	4	-29	0	5	-3	0	2	-10
O=C(NC1CCCC1)c1ccc(CS(=O)(=O)c2cccc(C(F)(F)F)c2)o1	3	12	1	4	3	4	1	2	13
CN(CC(=O)Nc1ccccc1Cl)CC(=O)Nc1ccccc1[N+](=O)[O-]	-1	1	-2	2	3	-8	0	0	-19
COCCCNc1nc(N)c([N+](=O)[O-])c(NCC2CCCO2)n1 (configuration not stated)	0	4	0	8	7	-1	0	8	1

Only part of the results is shown; count on the stated rates, not on these rows.
